HSF1 inhib = HSF1 inhibitors in luciferase reporter cells, primary screen, cell-based, NIH3T3, luminescence; activity change, negative = inhibition, % at 7.5 µM (by protocol); actives 0.77% (n = 300,000); AID 2098, 2009; NIH3T3-HGL HSE-luciferase, MG132-induced, luminescence 8 h; stronger effect = lower value;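 active = more than half of replicate wells show activity change below -50%, luminescence cut by over half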;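 note: luciferase reports HSF-1 transcriptional activity via heat shock element; 0% = median of DMSO wells and -100% = zero luminescence signal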
AI-2 QS mod = Vibrio harveyi AI-2 quorum sensing modulators, primary screen, JMH597 strain, luminescence/OD600 ratio | Vibrio harveyi JMH597 AI-2 luminescence/OD600 ratio, 9 h; stronger effect = lower value; strain lacks LuxN and CqsS sensors; 0 = neutral-control median | activity change, % at 7.5 µM | actives 0.4% (n = 300,000) | AID 2094, 2009; in the data active = activity change below about -75%, passing the limit was not always enough;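 note: luminescence divided by OD600 gain over 9 h not by final OD600 alone; inactives centre near 13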
SKKanGAS inh = S. pyogenes SKKanGAS growth inhibitors in kanamycin, primary screen, streptokinase expression inhibitor project, SKKanGAS strain, BacTiter-Glo luminescence; 6 h; inhibition, % at 7.5 µM; actives 1.3% (n = 300,000); AID 1662, 2009;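 active = mean replicate score, as percent of positive control median, at least 50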;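 note: strain carries kanamycin resistance gene driven by streptokinase promoter and grows in 40 µg/ml kanamycin; loss of luminescence reflects streptokinase promoter inhibition or plain growth inhibition; 0% = median of DMSO wells and 100% = positive control at its reference dose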
IEC-6 cytotox = cytotoxicity in IEC-6 intestinal epithelial cells, primary screen, cytotoxicity control for KLF5 inhibitor project, cell-based, luminescence | IEC-6 cytotoxicity, luminescence viability | inhibition, % at 5 µM | actives 0.78% (n = 290,000); in the data active = inhibition above about 22%;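 note: 0% = plate median of test compound wells and 100% = cytotoxic reference compound wells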
aSyn 5UTR inh = MLPCN primary screen, SNCA 5' untranslated region | alpha-synuclein 5'UTR reporter, inhibitor activity | inhibition, % (tested at 7.5 µM) | actives 0.82% (n = 300,000) | AID 1813, 2009; in the data active = inhibition above about 60%;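 note: H4 neuroglioblastoma cells stably carrying SNCA 5'UTR luciferase fusion; 0% = DMSO wells and 100% = positive control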
HSF1 activator = HSF-1 activators, primary screen, NIH3T3-HGL cells, MG132 stress, luminescence, single point; actives 1.7% (n = 300,000); activation, % at 9 µM; NIH3T3-HGL HSF-1 luciferase reporter, 8 h; 100% = twice DMSO control signal; AID 504408, 2011;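 active = mean replicate activation of at least 50% with a set share of replicates each reaching 50%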;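 note: 0% = median of the neutral control wells and 100% = twice that signal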
KLF5 inh = KLF5 expression inhibitors, primary screen, DLD-1 cells, luminescence; inhibition, % at 5 µM; DLD-1 KLF5 promoter-luciferase reporter; actives 0.23% (n = 290,000);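 active = inhibition above a per-plate limit of that plate's mean compound inhibition plus 3 SD, cut at about 60% in these data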;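 note: 0% = DMSO wells and 100% = LY294002 at 200 µM; higher means less KLF5 promoter-driven luciferase light; inactives centre near -14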
HIF activator = HIF pathway transcriptional activators, primary screen, cell-based, U2OS HRE-luciferase, luminescence | U2OS HRE-luciferase reporter; normalized: DMSO 0%, desferrioxamine 100% | activation, % at 7.5 µM (by protocol) | actives 0.32% (n = 300,000) | AID 1910, 2009;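 active = mean activation of at least 10% of the iron chelator positive control signal, with at least half of replicates also reaching 10%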
Platelet DG rel = inhibitors of platelet dense granule secretion, primary screen, cell-based, MLPCN, human platelets; human platelet-rich plasma, SFLLRN dense granule ATP release, luminescence; inhibition, %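 (compounds screened at 7.5 µM in platelet-rich plasma)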; actives 0.22% (n = 300,000); AID 1663, 2009;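 active = mean replicate score, as percent of positive control, at or above 50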
HSP90 inh = HSP90 inhibitors, primary screen, cell lysate, luminescence; Heat shock protein HSP 90 (rabbit reticulocyte lysate; luciferase refolding); Rabbit reticulocyte lysate, luciferase refolding luminescence, 3 h; inhibition, % at 5.6 µM; actives 0.91% (n = 290,000);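 active = inhibition above the screen-wide mean plus 3 SD, computed separately per campaign, cut at about 16% in these data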;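 note: 0% = DMSO wells and 100% = 60 µM geldanamycin wells; inhibitors lower the luminescence because luciferase stays unfolded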
Active calls of the source: *; nt = not tested or not shown.

Order of values – HSF1 inhib	AI-2 QS mod	SKKanGAS inh	IEC-6 cytotox	aSyn 5UTR inh	HSF1 activator	KLF5 inh	HIF activator	Platelet DG rel	HSP90 inh
- COc1cc(/C=N/NC(=O)Nc2cccc3nsnc23)cc(OC)c1OC
 : -34	16	7	0	-89	-36	-15	1.0	0	2
- CCOc1ccc(CC2NCCc3cc(OCC)c(OCC)cc32)cc1OCC (stereo not given)
 : -10	13	-16	9	33	-7	-7	0.1	17	9
- COc1cc(C(=O)Nc2ccc(S(=O)(=O)Nc3cc(C)nc(C)n3)cc2)cc(OC)c1OC
 : -6	12	2	-6	5	-18	-22	-0.1	-8	1
- Cc1ccc(Nc2nc(-c3sc(NC(=O)c4cccc(Cl)c4)nc3C)cs2)cc1
 : -8	31	21	-2	-53	-16	-88	2.3	0	70*
- Cc1c[nH]c2cccc(OCC(CNC(C)(C)C)OC(=O)c3ccccc3)c12 (stereo not given)
 : -2	12	0	-2	-2	-11	-26	0.2	-6	-2
- Cc1cc(S(=O)(=O)Nc2ccccc2C(=O)O)ccc1Cl
 : 11	27	2	-5	-4	17	-19	0.1	-7	-3
- CC(C)(C)n1cnc2cc(NCc3ccccc3O)ccc21
 : 10	-8	1	-3	-48	-12	-43	1.4	3	0
- Fc1ccc(-c2csc(-c3cccnc3)n2)cc1F
 : 1	16	-8	4	-51	30	-41	3.9	13	-1
- CCOC(=O)c1c(NC(=O)/C=C/C(=O)O)sc(C)c1-c1ccc(F)cc1
 : 1	18	11	-6	-11	-3	-30	0.1	-5	-1
- CC(=O)c1cccc(NC(=O)c2noc3c2CCc2ccccc2-3)c1
 : 11	17	-6	-2	-168	34	-54	3.3	-2	-2
- Cn1cc(S(=O)(=O)N2CCOCC2)cc1C(=O)NCc1ccc(Cl)cc1
 : 9	40	-5	-8	8	4	1	0.1	-1	-1
- O=S(=O)(NCCc1ccccc1)c1cccs1
 : 1	8	-1	-5	-3	-1	4	-0.1	0	-5
- COC(=O)CNC(=O)C1CCN(S(=O)(=O)c2cnc[nH]2)CC1
 : -3	7	19	-9	-13	-11	2	-0.1	9	-6
- COc1ccc(N(C(=O)COc2ccccc2OC)S(=O)(=O)c2ccc(C)cc2)cc1
 : 2	30	-5	-10	-19	6	-6	-0.1	4	-3
- CCOc1cc(C=O)ccc1OCCSc1ccc(C)cc1
 : 8	7	1	-6	-47	0	-37	0.3	-7	-1

Single records, from the list above. Screens in order: HSF1 inhib | AI-2 QS mod | SKKanGAS inh | IEC-6 cytotox | aSyn 5UTR inh | HSF1 activator | KLF5 inh | HIF activator | Platelet DG rel | HSP90 inh
Profile of Cc1c[nH]c2cccc(OCC(CNC(C)(C)C)OC(=O)c3ccccc3)c12 (stereo not given) = -2 | 12 | 0 | -2 | -2 | -11 | -26 | 0.2 | -6 | -2
Profile of CCOc1ccc(CC2NCCc3cc(OCC)c(OCC)cc32)cc1OCC (stereo not given) = -10 | 13 | -16 | 9 | 33 | -7 | -7 | 0.1 | 17 | 9
Profile of Cc1cc(S(=O)(=O)Nc2ccccc2C(=O)O)ccc1Cl = 11 | 27 | 2 | -5 | -4 | 17 | -19 | 0.1 | -7 | -3
Profile of O=S(=O)(NCCc1ccccc1)c1cccs1 = 1 | 8 | -1 | -5 | -3 | -1 | 4 | -0.1 | 0 | -5
Profile of COc1cc(C(=O)Nc2ccc(S(=O)(=O)Nc3cc(C)nc(C)n3)cc2)cc(OC)c1OC = -6 | 12 | 2 | -6 | 5 | -18 | -22 | -0.1 | -8 | 1

Other entries:
Order of values – HSF1 inhib	AI-2 QS mod	SKKanGAS inh	IEC-6 cytotox	aSyn 5UTR inh	HSF1 activator	KLF5 inh	HIF activator	Platelet DG rel	HSP90 inh
- Cc1ccc2nc(SCC(=O)NC3CCCC3)[nH]c2c1
 : -2	7	8	10	4	8	-19	0.0	13	-4
- CCc1nnc(NC(=O)CCNC(=O)c2ccccc2Cl)s1
 : -1	16	-2	4	6	5	-14	-0.2	1	7
- COc1cccc(NC(=O)CSc2nc3ccccc3cc2Cc2ccccc2)c1
 : 6	-9	34	-6	22	17	-6	0.0	2	-4
- COc1ccc2sc(N(CCCN(C)C)C(=O)c3ccc(S(=O)(=O)N4CCCc5ccccc54)cc3)nc2c1
 : -17	1	24	nt	-15	-6	nt	-60	-9	nt
- CC(c1ccccc1)n1cc(C(=O)NCC2CCCO2)nn1 (stereo not given)
 : -1	4	2	6	13	-15	-15	0.2	-4	-1
- CC(/C=N/NC(=O)NC1CCCCC1)=C\c1ccccc1
 : 12	10	7	3	-24	17	-5	1.2	-18	2
- Nc1nc2ccc(C(=O)NC3CCCCC3)cc2s1
 : -4	10	-4	-1	19	11	-13	0.2	2	3
- COCCn1c(SCC(=O)NCc2ccc(OC)c(OC)c2)nc2ccccc21
 : -2	5	2	1	4	-12	0	-0.5	-3	0
- O=C(CN1C2CCCC1CC(NC(=O)c1ccccc1)C2)NC1CC1 (stereo not given)
 : 4	15	-1	-2	10	2	-35	-0.4	-1	-1
- CC(C)C[C@H](NC(=O)c1nc[nH]c1C(=O)NCc1ccc(CNC(=O)OC(C)(C)C)cc1)C(=O)OC(C)(C)C
 : 0	10	35	4	39	-8	-10	-0.3	-2	-3
- O=C(CSC1CCCCC1)Nc1nccs1
 : 4	3	6	-4	-53	26	-42	1.7	-2	0
- Cn1cc(CCC(=O)NCCCc2ccccc2)c2ccccc21
 : 4	18	-3	-5	-8	8	-45	0.7	-8	-5
- CCOc1ccc(C(=O)N2CCN(CCc3ccccc3)CC2)cc1OCC
 : -5	9	-5	1	31	2	-18	-0.4	-1	-4
- O=C(c1cc2cc(Cl)ccc2oc1=O)N1CCCC1
 : -5	12	1	-1	21	-11	-9	0.2	5	1
- COc1ccc(OC)c(NC(=S)NCCCN2CCOCC2)c1
 : -7	10	16	8	-30	-5	27	0.1	7	0

The results go on:
Compound | HSF1 inhib | AI-2 QS mod | SKKanGAS inh | IEC-6 cytotox | aSyn 5UTR inh | HSF1 activator | KLF5 inh | HIF activator | Platelet DG rel | HSP90 inh
O=C(/C=C/c1cn(CC(O)CN2CCOCC2)c2ccccc12)c1cccs1 (stereo not given) | 15 | 23 | 7 | -3 | -40 | 31 | -10 | 1.7 | -5 | 4
COc1cc(OC)c(N(C)C(=O)c2cc3c(s2)-c2ccccc2S(=O)(=O)C3)cc1Cl | -2 | 0 | 2 | nt | 3 | -22 | nt | -0.3 | -11 | nt
Cc1sc(NC(=O)c2ccco2)nc1-c1ccccc1 | 39 | 4 | 2 | -4 | -95 | 90* | -190 | 1.6 | 3 | 0
O=c1sc(Nc2ccccc2)nc2ccsc12 | 19 | 12 | 1 | 5 | -111 | 38 | -153 | 2.8 | -8 | 2
Cc1nn(C)cc1C=NCCOCc1ccccc1 | -8 | 24 | -4 | -7 | 4 | 5 | 2 | -0.1 | 0 | -4
Cc1ccc(NC(=S)N2CCN(c3ccccn3)CC2)c(C)c1 | 2 | 41 | -6 | 3 | -13 | 5 | -25 | -0.3 | 1 | 3
O=c1cc(CSc2nnc(C3CC3)n2Cc2ccccc2)nc2sccn12 | -9 | 12 | -13 | -2 | -10 | -2 | -24 | 0.4 | 0 | 0
FC(F)C(F)(F)C1=CC(c2cccs2)=NCCN1 | -7 | 6 | -9 | -2 | 14 | -7 | -24 | 0.1 | -3 | 1
COc1ccc(NC2CCCN(C(=O)c3ccc4[nH]c(C)c(C)c4c3)C2)cc1 (stereo not given) | -1 | -1 | 5 | -8 | -19 | -2 | 0 | -0.5 | -9 | -8
Cc1[nH]c2ccc(Br)cc2c(=S)c1C/C=C/Cl | 0 | 6 | -3 | 2 | -1 | -9 | -11 | -0.5 | -3 | 2
COc1cccc(-c2nc(CS(=O)(=O)CC(=O)NC3CC3)c(C)o2)c1 | -3 | 10 | 27 | -1 | 10 | -23 | -3 | -0.6 | 15 | -7
CCc1nccn1S(=O)(=O)c1cc(C)c(OC)cc1C | -3 | 16 | 3 | 1 | 11 | -5 | -23 | -0.1 | -3 | 2
C/C(=N\NC(=O)c1c(Cl)c(C)nn1C)c1ccc(NC(=O)c2ccncc2)cc1 | 7 | 29 | 7 | 1 | -12 | 7 | -3 | 0.0 | -14 | 3
COc1ccc(C(=O)NNC(=O)C(=O)Nc2ccc(C)c(Cl)c2)cc1 | 4 | 27 | 47 | 2 | -19 | -5 | 14 | -0.5 | 4 | -4
CCOc1ccc(NC(=O)CCN2C(=O)c3cccc([N+](=O)[O-])c3C2=O)cc1 | -5 | 10 | -2 | -1 | -1 | -8 | -45 | -0.8 | 1 | 1
CCCN1Cc2cccc(C(=O)Nc3cc(OC)cc(OC)c3)c2C1=O | 3 | 23 | -8 | 2 | 31 | -2 | -25 | 0.0 | -5 | 0
CCC(Sc1nc2c(cnn2-c2ccccc2)c(=O)[nH]1)C(=O)OC (stereo not given) | -2 | 8 | 8 | -4 | 16 | -5 | -53 | -0.3 | 6 | -1
CCOc1ccc(NC(=O)NC(C)CC)cc1 (stereo not given) | -3 | 12 | 3 | -3 | -32 | -25 | -1 | 0.1 | 0 | 2
O=C(c1ccncc1)N1CCN(c2ccc(F)cc2)CC1 | -66* | 28 | -1 | -4 | 7 | -73 | 1 | -3.6 | -1 | -2
